KLF5 inh: KLF5 expression inhibitors, primary screen, DLD-1 cells, luminescence. inhibition, % at 5 µM. hit rate 0.23% among 290,000. DLD-1 KLF5 promoter-luciferase reporter;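 active means inhibition above a per-plate limit of that plate's mean compound inhibition plus 3 SD, cut at about 60% in these data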;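 further: 0% = DMSO wells and 100% = LY294002 at 200 µM; higher means less KLF5 promoter-driven luciferase light; inactives centre near -14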
AI-2 QS modul: Vibrio harveyi AI-2 quorum sensing modulators, primary screen, JMH597 strain, luminescence/OD600 ratio. Vibrio harveyi JMH597 AI-2 luminescence/OD600 ratio, 9 h; stronger effect = lower value; strain lacks LuxN and CqsS sensors; 0 = neutral-control median. activity change, % at 7.5 µM. hit rate 0.4% among 300,000. AID 2094, 2009; in the data active means activity change below about -75%, passing the limit was not always enough; inconclusive means no clear call, values can overlap the other calls;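 further: luminescence divided by OD600 gain over 9 h not by final OD600 alone; inactives centre near 13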
Platelet DG rel: inhibitors of platelet dense granule secretion, primary screen, cell-based, MLPCN, human platelets; human platelet-rich plasma, SFLLRN dense granule ATP release, luminescence; inhibition, %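 (compounds screened at 7.5 µM in platelet-rich plasma)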; hit rate 0.22% among 300,000;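 active means mean replicate score, as percent of positive control, at or above 50; inconclusive means mean below 50 but at least one replicate at or above 50; inactive means mean and every replicate below 50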
HIF act: HIF pathway transcriptional activators, primary screen, cell-based, U2OS HRE-luciferase, luminescence; activation, % at 7.5 µM (by protocol); U2OS HRE-luciferase reporter; normalized: DMSO 0%, desferrioxamine 100%; hit rate 0.32% among 300,000;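 active means mean activation of at least 10% of the iron chelator positive control signal, with at least half of replicates also reaching 10%; inconclusive means mean and replicate majority disagree about reaching 10%; inactive means mean and most replicates under 10%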
IEC-6 tox: cytotoxicity in IEC-6 intestinal epithelial cells, primary screen, cytotoxicity control for KLF5 inhibitor project, cell-based, luminescence; IEC-6 cytotoxicity, luminescence viability; inhibition, % at 5 µM; hit rate 0.78% among 290,000; AID 1825, 2009; in the data active means inhibition above about 22%;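 further: 0% = plate median of test compound wells and 100% = cytotoxic reference compound wells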
SKKanGAS inh: S. pyogenes SKKanGAS growth inhibitors in kanamycin, primary screen, streptokinase expression inhibitor project, SKKanGAS strain, BacTiter-Glo luminescence. 6 h. inhibition, % at 7.5 µM. hit rate 1.3% among 300,000. AID 1662, 2009;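 active means mean replicate score, as percent of positive control median, at least 50; inconclusive means mean below 50 but one replicate at or above 50; inactive means mean and every replicate below 50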;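 further: strain carries kanamycin resistance gene driven by streptokinase promoter and grows in 40 µg/ml kanamycin; loss of luminescence reflects streptokinase promoter inhibition or plain growth inhibition; 0% = median of DMSO wells and 100% = positive control at its reference dose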
aSyn 5UTR inh: MLPCN primary screen, SNCA 5' untranslated region; alpha-synuclein 5'UTR reporter, inhibitor activity; inhibition, % (tested at 7.5 µM); hit rate 0.82% among 300,000; AID 1813, 2009; in the data active means inhibition above about 60%; inconclusive means no clear call, values can overlap the other calls;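 further: H4 neuroglioblastoma cells stably carrying SNCA 5'UTR luciferase fusion; 0% = DMSO wells and 100% = positive control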
HSF1 inhib: HSF1 inhibitors in luciferase reporter cells, primary screen, cell-based, NIH3T3, luminescence. NIH3T3-HGL HSE-luciferase, MG132-induced, luminescence 8 h; stronger effect = lower value. activity change, negative = inhibition, % at 7.5 µM (by protocol). hit rate 0.77% among 300,000. AID 2098, 2009;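 active means more than half of replicate wells show activity change below -50%, luminescence cut by over half; inconclusive means some wells, but at most half, below -50%; inactive means no replicate well below -50%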;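 further: luciferase reports HSF-1 transcriptional activity via heat shock element; 0% = median of DMSO wells and -100% = zero luminescence signal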
HSP90 refold inh: HSP90 inhibitors, primary screen, cell lysate, luminescence; hit rate 0.91% among 290,000; Heat shock protein HSP 90 (rabbit reticulocyte lysate; luciferase refolding); inhibition, % at 5.6 µM; Rabbit reticulocyte lysate, luciferase refolding luminescence, 3 h;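 active means inhibition above the screen-wide mean plus 3 SD, computed separately per campaign, cut at about 16% in these data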;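 further: 0% = DMSO wells and 100% = 60 µM geldanamycin wells; inhibitors lower the luminescence because luciferase stays unfolded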
HSF1 activator: HSF-1 activators, primary screen, NIH3T3-HGL cells, MG132 stress, luminescence, single point | NIH3T3-HGL HSF-1 luciferase reporter, 8 h; 100% = twice DMSO control signal | activation, % at 9 µM | hit rate 1.7% among 300,000;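 active means mean replicate activation of at least 50% with a set share of replicates each reaching 50%; inconclusive means only one of those two conditions met; inactive means mean below 50% and too few replicates reaching it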;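 further: 0% = median of the neutral control wells and 100% = twice that signal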
Numbers without * were called inactive; ? = inconclusive; . = not tested or not shown.

SMILES	KLF5 inh	AI-2 QS modul	Platelet DG rel	HIF act	IEC-6 tox	SKKanGAS inh	aSyn 5UTR inh	HSF1 inhib	HSP90 refold inh	HSF1 activator
O=C(NCCCl)Nc1cc([N+](=O)[O-])ccc1Cl	6	0	-1	-0.4	8	-8	-19	-3	1	38
CCc1ccc2c(c1)C(c1ccc([N+](=O)[O-])cc1)=NNC(c1ccc(F)cc1)=N2	7	17	1	1.2	2	6	-79	42	1	59*
CCS(=O)(=O)c1ccc(N=Nc2ccc(O)c3ncccc23)c(OC)c1	-13	12	7	4.1	-9	19	78*	-60*	4	-57
CN1C(C(=O)Nc2ccccn2)=C(O)c2sc(Cl)cc2S1(=O)=O	-57	16	0	-0.1	3	-2	10	1	-2	2
CCC(OCC(O)CN1CCN(CCN2C(=O)c3cccc4cccc(c34)C2=O)CC1)c1ccccc1 (stereo unspecified)	-2	17	-6	0.0	8	8	-35	18	4	27
COc1cccc(OC)c1C(=O)NC(=O)Nc1c(F)cc(F)cc1F	9	14	-2	-0.9	3	14	-2	-4	1	-9
CC(=O)N1CCN(S(=O)(=O)c2ccc(Cl)cc2F)CC1	-17	30	-1	0.0	-2	-2	15	-5	-1	-10
O=C(CN1C(=O)c2ccccc2C1=O)N1CCN(C2c3ccccc3-c3ccccc32)CC1	-15	10	-1	.	10	-3	10	.	-7	.
O=S(=O)(c1ccc(Cl)cc1)N1CCCN(c2nc3ccc(Cl)cc3s2)CC1	-9	21	2	0.6	-1	6	-1	3	2	-3
Cc1nc2c(C)cccn2c(=O)c1NC(=O)c1ccc(Br)o1	.	17	1	-0.1	.	39	7	-5	.	-7
CN1CCN(C(=O)c2cc3nc(-c4ccco4)cc(C(F)(F)F)n3n2)CC1	-3	-2	-7	-0.1	-1	-7	5	4	-1	7
CC(=O)Nc1ccc(OC(=O)C(CCS(C)(=O)=O)N2C(=O)c3ccccc3C2=O)cc1 (stereo unspecified)	-8	23	2	-25	-3	-4	16	-12	-3	3
Cc1ccc2cc(/C=N/NC(=O)CN3CCOCC3)c(Cl)nc2c1	-39	6	-2	0.2	3	-3	-2	2	2	1
CC(C)CNc1oc(-c2ccccc2Cl)nc1C#N	-30	6	-7	0.6	-5	-5	-33	2	-1	19
Cn1c(=O)c(=O)n(C)c2cc(N3CCOCC3)c(NS(=O)(=O)c3ccc(F)c(Cl)c3)cc21	1	11	7	0.1	-5	1	-15	0	-4	9
Cc1csc(NC(=O)CCNS(=O)(=O)c2ccc3c(c2)c(=O)n(C)c(=O)n3C)n1	-16	27	-3	-0.7	-7	-1	11	-6	-1	1
CS(=O)(=O)N1CCC(C(=O)N2CCC(Cc3ccccc3)CC2)CC1	3	0	-4	0.1	4	-21	11	-5	-1	4
COc1ccc(-c2cc(C)no2)cc1S(=O)(=O)N(C)c1ccc(C)cc1	23	5	-1	3.2	28*	11	-9	3	-10	-14
COc1ccccc1N1CCN(CC(O)COc2ccc(C)c(C)c2)CC1 (stereo unspecified)	-32	-2	-4	1.3	-2	-5	4	-8	0	-6
O=C(O)CCCC(=O)Nc1cccc(-c2nc3ccccc3[nH]2)c1	-22	15	-5	0.4	0	4	18	-3	-3	-8
CCN(CC)c1ccc(/C=N/NC(=O)c2ccccn2)cc1	-131	15	4	2.6	1	-4	-125	3	13	20
COC(=O)c1c(NC(=O)C2C3CCC(C3)C2C(=O)O)sc2c1CCCCC2 (stereo unspecified)	-64	59	3	0.2	1	13	-13	7	3	4
N#C/C(=C\c1ccccc1)C(=O)Nc1ccccn1	-15	13	8	-1.1	-7	-1	2	4	2	-1
CCOC(=O)N(Cc1ccccc1)C(C(=O)O)C(C(=O)O)N(Cc1ccccc1)C(=O)OCC (stereo unspecified)	-2	23	-9	-0.5	3	2	1	-9	3	4
CCC(CC)Nc1ccc(C(CC(N)=O)NC(=O)Cc2cccc3ccccc23)cc1[N+](=O)[O-] (stereo unspecified)	-1	21	-8	0.2	-5	3	22	9	-4	20
CCN(CC)S(=O)(=O)c1cccc(C(=O)OCC(=O)N2CC(=O)Nc3ccccc32)c1	-5	41	2	1.0	-1	-3	-14	5	-2	?
CC1=C(C(=O)NC2CCCc3c2cnn3-c2ccc(F)cc2F)OCCO1 (stereo unspecified)	-13	8	-6	0.4	-1	2	-4	-1	-3	6
C/C(CC(=O)NCCCN1CCOCC1)=N\NC(=O)COc1ccc(C)cc1	-3	10	1	-0.1	0	2	-8	-8	3	-6
O=C(COc1ccc([N+](=O)[O-])cc1Cl)Nn1cnnc1	2	9	-5	-0.4	-3	-5	-8	-5	0	-3
COc1ccc(-n2nc(C(=O)O)cc2-c2ccccc2)cc1	-6	25	-3	0.9	-1	1	-8	-6	-1	-15
O=C(Nc1cccc(S(=O)(=O)C(F)F)c1)c1ccc(S(=O)(=O)N2CCCC2)cc1	1	6	-9	-1.1	6	-3	-33	-1	3	1
Cc1cc(C)c(C(N)=O)c(Nc2cccc(Cl)c2C)n1	-7	21	-3	-0.1	4	0	2	3	0	-9
CCOc1ccc(S(=O)(=O)N2CCOCC2)cc1NC(=O)c1ccc(N2CCCC2=O)cc1	.	7	16	-0.5	.	0	5	-4	.	-12
CCN(c1ccccc1)S(=O)(=O)c1ccc(F)c(C(=O)O)c1	-13	14	6	-0.6	8	1	4	-6	6	-6
Cc1cc(OCC(=O)NCCN2CCOCC2)cc(C)c1Br	-35	0	3	0.0	2	-5	8	-6	-1	-5
Cc1ccc(S(=O)(=O)N2CC3(C)CN(S(=O)(=O)c4ccc(C)cc4)CC(C)(C2)C3O)cc1 (stereo unspecified)	0	29	0	0.6	-4	0	10	5	1	4
COc1ccc(Cl)cc1NC(=O)C1CCCN(S(=O)(=O)c2cccc3nonc23)C1 (stereo unspecified)	-27	14	4	-0.5	6	6	13	-1	0	16
Cc1ccccc1OCC(=O)NC(=S)Nc1ccc2c3c(cccc13)CC2	-19	-1	5	0.7	-2	-2	-9	-8	5	-21
Cc1ccc(Cl)cc1NC(=O)COC(=O)C1CCCC1	23	10	-2	-0.1	-8	-3	-3	-6	2	7
Cn1c(SCC(=O)NC2CCCC2)nnc1-c1ccccn1	-30	8	-2	-0.8	2	4	-7	-7	0	10
FC(F)(F)c1nnc2ccc(NCc3cccnc3)nn12	-17	-5	3	-0.2	5	-4	29	-5	2	-10
C=CCCCOc1ccc(C(=O)O)cc1	-56	45	-3	-0.3	0	.	-4	2	4	10
Cc1sc2ncn(CC(=O)NCCCN3CC(C)CC(C)C3)c(=O)c2c1S(=O)(=O)N1CC(C)CC(C)C1 (stereo unspecified)	-7	20	7	0.9	7	-1	13	-2	3	-13
COc1cc2c(cc1OC)-c1cc(N3CCCc4ccccc43)nc(=O)n1CC2	-14	26	14	-0.3	-2	5	29	-4	-1	-3
NC(=O)C1CCN(C(=O)COc2cccc3ccccc23)CC1	-22	6	1	.	-2	-12	-11	-8	-1	7
COC(=O)c1ccccc1NC(=O)CSCC(=O)Nc1ccccc1OC	-13	13	10	0.0	-6	1	8	-2	3	-8
CC(C)On1c(SC(C)C)nc2ccccc2c1=O	-11	16	-6	0.0	1	10	7	0	3	-7
O=c1c2ccccc2n2c(-c3cccc(Cl)c3)nnc2n1Cc1ccccc1	5	35	13	0.6	5	7	42	9	3	7
O=C(NCc1ccc(Cl)cc1)c1cccc2c1C(=O)N(CC1CCCO1)C2 (stereo unspecified)	-34	1	4	-0.1	-6	-3	10	-3	-1	-1
COc1cc(OC)c(C(=O)Nc2ccncc2)cc1OC	-60	23	5	-0.6	2	-4	-21	-2	0	2
O=C1CC(c2ccccc2)CC2=C1C(c1ccccn1)Nc1ccccc1N2 (stereo unspecified)	2	8	-8	0.3	1	-2	-5	-7	-1	-26
CCN(C(=O)CSc1nnnn1-c1ccccc1)c1c(N)n(Cc2ccccc2)c(=O)[nH]c1=O	-1	34	-10	-0.3	2	-5	0	-5	4	9
S=c1[nH]nc(-c2ccco2)n1/N=C/c1ccccc1Cl	0	31	-1	-7.2	2	16	3	11	2	-3
CC(=O)N(C)N(C)c1cc(C)nc(N)n1	15	8	-4	0.3	3	-2	-3	7	5	-5
CN1C[C@@H]2C(c3ccc(C(F)(F)F)cc3)C3(c4ccccc4)CC2(C3)[C@H]1c1ccccc1 (stereo partly specified)	.	-3	10	-0.6	.	11	19	7	.	3
O=C(c1ccc(F)cc1F)N1CCN(c2ncccn2)CC1	-16	18	-3	-0.5	-3	3	25	2	-4	6
CCCn1c(SCC(=O)NCc2ccccc2Cl)n[nH]c1=O	-17	9	-11	-0.7	-2	9	-16	-2	0	14
COc1ccc(S(=O)(=O)NNC(=O)Nc2ccc(C)cc2)c(OC)c1	-10	27	4	-0.4	4	-1	-10	1	0	-2
COc1ccc(C(=O)NCC2OCCc3ccccc32)cc1 (stereo unspecified)	-2	0	-8	0.4	-2	-5	-60	-3	-3	6
CCOc1ccc(NC(=O)c2ccc(CSc3nnnn3C)cc2)cc1	-41	43	-6	4.6	-2	-2	-31	1	0	9
Following part.
SMILES	KLF5 inh	AI-2 QS modul	Platelet DG rel	HIF act	IEC-6 tox	SKKanGAS inh	aSyn 5UTR inh	HSF1 inhib	HSP90 refold inh	HSF1 activator
Cc1cccc(NC(=S)N2CCCCCC2)c1C	-17	22	.	.	0	.	.	.	0	.
CC(C)NC(=O)COC(=O)c1cncc(Br)c1	-10	29	3	0.0	-6	-3	30	-4	-1	0
CCC(C)N(C(=O)COC(=O)C1CCN(S(=O)(=O)c2ccc(C)c(C)c2)CC1)C1CCS(=O)(=O)C1 (stereo unspecified)	.	21	-17	-0.7	.	16	12	7	.	-13
CCN(CC(=O)NCc1cccs1)C(=O)c1cccc(S(=O)(=O)NC)c1	.	5	8	-0.3	.	12	17	-5	.	0
CC(NC(=O)NC(=O)c1cccc([N+](=O)[O-])c1)C1CC1 (stereo unspecified)	-49	-1	-12	1.0	8	-3	-23	4	-4	10
Cc1ccc(S(=O)(=O)N2CCN(C(=O)C(C)Cn3cncn3)CC2)cc1C (stereo unspecified)	8	.	0	-1.6	-5	-5	-8	-32	-3	-47
COc1ccc(NC(=O)NN2CCN(C)CC2)cc1OC	-19	20	-6	-0.2	2	2	6	-2	3	-5
Clc1ccc(-c2nnc(SCc3cn4ccsc4n3)n2CC2CCCO2)cc1 (stereo unspecified)	-20	7	-2	-0.2	-6	10	3	4	-3	14
O=S(=O)(NCc1ccccc1)NCc1cccc(C(F)(F)F)c1	1	10	9	-0.2	-2	-2	-1	-4	0	-1
CCOc1ccc(N(CCC#N)S(=O)(=O)c2ccc(OC)cc2)cc1	-11	16	2	0.1	2	-3	26	-5	1	-6
COc1ccccc1C(=O)NNC(=O)C1CCCO1 (stereo unspecified)	-4	11	-2	0.4	0	1	10	-6	0	-22
